GSK3 alpha inh: human GSK-3 alpha kinase inhibition; ADP-Glo luminescence, 60 min; inhibition, % at 10 µM; 0.1% of 320,000 active;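 in the data active = inhibition above about 50%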;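 also: GST-tagged GSK-3 alpha with peptide substrate and 25 µM ATP; 0% = DMSO neutral wells and 100% = GW8510 positive control wells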
PolyA inh: yeast polyadenylation inhibition | 0.02% of 300,000 active | S. cerevisiae SKY197-pL101 polyadenylation reporter, beta-gal luminescence; efflux-impaired pdr1/pdr3 knockout yeast; score 100 = 6 SD above DMSO | AID 1875 | calls only at 12 µM;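 active = lowest replicate activity score at least 50, where 100 means six control SD above control mean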;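 also: yeast exposed to compound for 9 h at 30 °C; higher score means more reporter readthrough which indicates perturbed polyadenylation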
GSK3beta inhib: blocks human GSK3beta kinase activity | 0.038% of 300,000 active | activity score (negative = inhibition), % at 10 µM | GST-GSK3beta kinase, ADP-Glo luminescence, 60 min; hits give low values;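 active = more than half of replicate wells score below -50%, meaning over 50% inhibition versus plate controls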;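 also: 0% = median DMSO wells and -100% = median GW8510 positive control wells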
Target sequence (P49841 whole entry, looked up): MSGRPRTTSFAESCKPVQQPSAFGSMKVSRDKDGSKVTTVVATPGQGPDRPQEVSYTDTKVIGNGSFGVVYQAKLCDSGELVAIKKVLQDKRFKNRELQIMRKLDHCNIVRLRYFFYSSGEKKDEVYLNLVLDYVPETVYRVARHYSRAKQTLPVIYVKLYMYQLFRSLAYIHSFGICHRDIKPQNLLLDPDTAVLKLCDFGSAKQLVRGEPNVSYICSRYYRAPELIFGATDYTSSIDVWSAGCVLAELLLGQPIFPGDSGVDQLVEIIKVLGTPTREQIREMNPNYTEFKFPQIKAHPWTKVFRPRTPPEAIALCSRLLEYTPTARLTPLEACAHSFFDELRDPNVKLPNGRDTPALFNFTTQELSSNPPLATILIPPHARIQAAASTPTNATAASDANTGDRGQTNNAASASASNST
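Test system – GST-tagged human GSK3beta kinase, cell-free · Incubation – 60 min enzyme reaction, room temperature · Signal – ADP-Glo luminescence · Also added – peptide substrate and ATP at 25 µM · Controls – DMSO neutral wells and GW8510 at 20 µM as positive · Buffer or medium – Tris/MgCl2 kinase buffer · Measure – Luminescence-derived activity versus plate DMSO and GW8510 wells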
KCNK9 inh: inhibitors of human KCNK9 two-pore domain potassium channel; 1.2% of 310,000 active; B-score at 10 µM; HEK293 KCNK9, FluxOR thallium flux fluorescence; hits give low values; Q9NPC2;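 active = ratio B-score over 3 SD below the library mean, with starting fluorescence within 5 SD of its mean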;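 also: negative B-score means less thallium flux so channel inhibition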
RGS4 act: RGS4 potentiation or activation; 0.92% of 310,000 active; HEK293 M3R/inducible RGS4, carbachol calcium flux Fluo4; hits give low values; B-score at 10 µM;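 active = B-score of the integrated calcium signal more than 4 SD below the library mean, with starting fluorescence not abnormally high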;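 also: negative B-score means reduced calcium response which marks RGS4 activation or potentiation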
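Material: M3R-expressing HEK293 line, RGS4 induced by doxycycline | Schedule: Overnight RGS4 induction, 30 min dye load 37 °C, 20 min compound RT | Measured by: Fluo4 fluorescence kinetic imaging of calcium | Read-out: Integrated calcium ratio converted to B score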
KCNK3 inh: human KCNK3 channel inhibition, primary screen. 0.84% of 340,000 active. CHO-KCNK3 thallium flux, FluxOR fluorescence; hits give low values. AID 602410. B-score at 10 µM. O14649;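 active = B-score under library mean minus 4 SD, starting fluorescence ratio at most library mean plus 5 SD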;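 also: more negative B-score means stronger inhibition of thallium flux through KCNK3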
KCNQ1 block: blocks the human KCNQ1 potassium channel. P51787. 1.3% of 310,000 active. B-score at 10 µM. AID 2642. CHO-K1 KCNQ1, FluxOR thallium flux fluorescence; hits give high values;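 active = compounds whose thallium flux B-score, printed positive for inhibition, exceeds three library SD while starting fluorescence stays within three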;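 also: channel opened by potassium depolarization with thallium stimulus after 20 min compound exposure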
Target sequence (P51787 whole entry, looked up): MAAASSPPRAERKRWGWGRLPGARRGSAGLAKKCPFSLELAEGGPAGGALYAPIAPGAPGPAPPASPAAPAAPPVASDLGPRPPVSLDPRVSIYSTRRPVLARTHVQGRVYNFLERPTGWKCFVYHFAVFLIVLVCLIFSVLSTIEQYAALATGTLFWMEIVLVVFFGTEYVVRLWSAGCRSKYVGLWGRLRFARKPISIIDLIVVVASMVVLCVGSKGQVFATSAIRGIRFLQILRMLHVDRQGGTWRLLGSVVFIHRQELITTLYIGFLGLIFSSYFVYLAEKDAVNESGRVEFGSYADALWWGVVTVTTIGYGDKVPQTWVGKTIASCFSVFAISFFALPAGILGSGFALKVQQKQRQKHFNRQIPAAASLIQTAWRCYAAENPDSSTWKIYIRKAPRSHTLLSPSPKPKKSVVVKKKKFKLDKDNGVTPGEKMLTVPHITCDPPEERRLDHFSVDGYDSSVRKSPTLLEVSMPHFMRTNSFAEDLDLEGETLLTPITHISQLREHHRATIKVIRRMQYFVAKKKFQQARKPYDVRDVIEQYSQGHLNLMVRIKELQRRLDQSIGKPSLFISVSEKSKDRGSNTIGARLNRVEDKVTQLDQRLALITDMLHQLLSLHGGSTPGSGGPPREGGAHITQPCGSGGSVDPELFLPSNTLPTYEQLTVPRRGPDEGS
hERG rescue: compounds protecting human hERG from proarrhythmic drug block. CHO-hERG, FluxOR thallium flux, dofetilide IC70 present. 0.51% of 310,000 active. Q12809. activation (rescue from dofetilide block), less the hit threshold, % at 10 µM;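 active = activation above the mean of controls blocked by dofetilide plus 5 SD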;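 also: thallium influx through hERG after potassium depolarization seen as dye fluorescence rise; in these data hits start at about 4.7%; inactives centre near -7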
HDAC3 inh: blocks human histone deacetylase 3 | O15379 | recombinant HDAC3, fluorogenic peptide/trypsin coupled, fluorescence | inhibition, % at 8.3 µM | 0.15% of 320,000 active | AID 2718; in the data active = inhibition above about 26%, passing the limit was not always enough
DYRK1A inh: Dyrk1A (rat) kinase inhibition. Q63470. ADP-Glo luminescence, NFATc1 peptide. inhibition, % at 12.5 µM. 0.43% of 310,000 active; in the data active = inhibition above about 50%;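 also: plate controls were vehicle with enzyme for no effect and no enzyme for full effect; many of its hits are not listed in these tables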
KCNQ1 pot: human KCNQ1 channel potentiation or activation; CHO-K1 KCNQ1, thallium flux FluxOR fluorescence; hits give high values; B-score at 10 µM; 0.35% of 310,000 active; AID 2648;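 active = fluorescence ratio B-score, a plate-corrected score, at least three library SD, with initial intensity B-score within 5 SD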
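Assay system: CHO-K1 cells stably expressing KCNQ1; Medium: assay buffer with matched DMSO; Also added: K+/Tl+ depolarizing stimulus; Dosing: single dose; Timing: dye 90 min, compound 20 min, room temperature; Measured by: kinetic FluxOR thallium fluorescence, 10-s 1-Hz baseline, 110-s post-stimulus read; Read-out: peak-minus-minimum fluorescence over initial fluorescence, negative-control normalized, B-scored.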
Numbers without * were called inactive; i = inactive; . = not tested or not shown. Only part of the results is shown; rates above refer to the full screens.

Each structure is followed by: GSK3 alpha inh	PolyA inh	GSK3beta inhib	KCNK9 inh	RGS4 act	KCNK3 inh	KCNQ1 block	hERG rescue	HDAC3 inh	DYRK1A inh	KCNQ1 pot
[1] CCOC(=O)C(=Nc1ccc(Cl)cc1)NO
 : -0.3	i	-8.2	i	i	i	i	-6.0	1.0	1.7	i
[2] COc1cccc(NC(=O)N2CCCC2C(=O)NCc2ccc(Cl)cc2)c1 (configuration not stated)
 : -2.9	i	-5.8	i	i	i	i	-1.2	-5.7	13.4	i
[3] Cc1ccc(S(=O)(=O)N2CCC(C(=O)NCC3CC3)CC2)cc1
 : -1.0	i	.	i	i	i	i	-10.8	-5.4	-6.7	i
[4] CC(C)Oc1ccc(N2C(=O)c3ccccc3C2=O)cc1
 : -2.2	i	0.2	i	i	i	i	-9.8	0.8	-4.7	i
[5] Cc1ccc(C)c(SCc2noc(C(=O)NC(C)C)c2C(=O)O)c1
 : -0.5	i	4.2	i	i	i	i	-0.4	-1.5	-2.0	9*
[6] N#Cc1c(-c2ccccc2)[nH]c(=S)[nH]c1=O
 : .	i	-0.7	i	i	i	i	-8.2	9.4	-6.0	i
[7] Cc1occc1-c1nnc(SCC(=O)NC2CC2)n1C(C)C
 : 2.2	i	-4.6	i	i	i	i	-7.9	0.2	-1.8	i
[8] Cc1cccc(C(=O)Nc2ccc3c(c2)C(=O)N(CC(C)C)C3=O)c1
 : -1.5	i	2.0	i	i	i	i	-16.4	-3.5	-3.9	i
[9] O=C(NC(NCc1cccnc1)C(Cl)(Cl)Cl)c1cccc2ccccc12 (configuration not stated)
 : 1.2	i	4.5	i	i	i	i	-11.2	4.7	-4.8	i
[10] Cc1nc2ccccc2n1CCC(=O)Nc1cccc(F)c1
 : 0.6	i	2.6	i	i	i	i	-8.3	-2.1	-4.6	i
[11] CCOC(=O)Cc1nnc(NC(=O)COc2ccc(OC)cc2)s1
 : -1.0	i	0.3	i	i	i	i	-23.0	3.0	.	i
[12] COc1cc(C2NC(=O)NC(C)=C2C(=O)OCC2CCCCC2)ccc1O (configuration not stated)
 : 4.8	i	.	i	i	i	i	7.1*	-3.0	7.8	i
[13] O=C(CSc1nncs1)Nc1ccc(S(=O)(=O)N2CCCC2)cc1
 : 2.2	i	-1.6	i	i	i	i	-6.8	0.1	-3.3	i
[14] O=C(CSc1nnc(-c2ccco2)n1Cc1ccco1)Nc1ccccc1
 : -12.3	i	-2.8	i	i	i	i	-13.3	1.2	-1.1	i
[15] CCOc1ccc(S(=O)(=O)Nc2cccc(C)c2)c2cccnc12
 : -1.2	i	1.0	i	i	i	i	0.1	3.4	-1.1	i
[16] O=C(NCc1ccco1)c1cc2c(s1)CCCCC2
 : -1.4	i	3.7	i	-7.12*	i	i	-11.2	7.6	-2.7	i
[17] COc1ccccc1-n1cnnc1SCC(=O)Nc1cc(C(C)(C)C)nn1-c1ccccc1
 : 2.0	i	1.1	i	i	i	i	-10.4	-0.8	.	i
[18] C=C(C)CSCc1nc2ccccc2[nH]1
 : -1.3	i	1.2	i	i	i	i	-1.9	-0.8	9.2	i
[19] CCCCCN(C(=O)CCC(=O)OCc1cccc(C(F)(F)F)c1)c1c(N)n(CCCC)c(=O)[nH]c1=O
 : -2.4	i	-1.9	i	i	i	i	-7.5	2.0	-0.8	i
[20] O=C(Nc1nccs1)c1cccc(NC(=O)c2ccco2)c1
 : 1.6	i	0.9	i	i	i	i	-6.9	-5.5	6.6	i

Continued, starting with the last 4 of the part before.
Each structure is followed by: GSK3 alpha inh	PolyA inh	GSK3beta inhib	KCNK9 inh	RGS4 act	KCNK3 inh	KCNQ1 block	hERG rescue	HDAC3 inh	DYRK1A inh	KCNQ1 pot
[17] COc1ccccc1-n1cnnc1SCC(=O)Nc1cc(C(C)(C)C)nn1-c1ccccc1
 : 2.0	i	1.1	i	i	i	i	-10.4	-0.8	.	i
[18] C=C(C)CSCc1nc2ccccc2[nH]1
 : -1.3	i	1.2	i	i	i	i	-1.9	-0.8	9.2	i
[19] CCCCCN(C(=O)CCC(=O)OCc1cccc(C(F)(F)F)c1)c1c(N)n(CCCC)c(=O)[nH]c1=O
 : -2.4	i	-1.9	i	i	i	i	-7.5	2.0	-0.8	i
[20] O=C(Nc1nccs1)c1cccc(NC(=O)c2ccco2)c1
 : 1.6	i	0.9	i	i	i	i	-6.9	-5.5	6.6	i
[21] C/C(=N\OCc1ccccc1)c1c(O)cc(C(C)C)n(-c2ccccc2)c1=O
 : -2.7	i	-0.6	i	i	i	i	-8.3	-4.5	0.6	i
[22] COCCNC(=S)NN=C1CCCCC1
 : -0.3	i	-0.3	i	i	i	i	-13.0	-0.3	.	i
[23] CCSc1nnc(NC(=O)CSc2nnc(-c3c[nH]c4ccccc34)n2C)s1
 : 1.4	i	4.8	i	i	i	i	-9.4	-3.6	3.4	i
[24] O=C1Nc2ccc(S(=O)(=O)N3CCCC3)c3cccc1c23
 : -2.6	i	2.2	i	i	i	i	-1.5	5.0	0.7	i
[25] Cc1cc(C(=O)NNC(=O)c2cccc(C(F)(F)F)c2)no1
 : -0.7	i	1.2	i	i	i	i	0.2	4.3	3.9	i
[26] Cc1c2c(nc3nnnn13)CCCC2
 : -1.3	i	2.5	i	i	i	i	-3.9	-5.7	5.3	i
[27] O=c1[nH]c(SCc2ccc(Cl)cc2)nc2[nH]ncc12
 : .	i	-3.0	i	i	i	i	-4.6	-3.3	0.2	i
[28] C#CCOc1ccc(Br)cc1C(c1c(C)[nH][nH]c1=O)c1c(C)[nH][nH]c1=O
 : -0.2	i	1.3	i	i	i	i	-9.0	3.8	3.8	i
[29] Cc1nc2c3ccccc3nc(NNC(=O)CCC(=O)NC3CCCC3)n2n1
 : -0.6	i	1.4	i	i	i	i	-5.4	4.3	-2.1	i
[30] CC(=O)c1ccc(OCC(=O)Nc2ccc3c(c2)CCC3)cc1
 : -3.2	i	3.3	i	i	i	i	-8.2	-3.9	0.6	i

(next part)
| # | compound | GSK3 alpha inh | PolyA inh | GSK3beta inhib | KCNK9 inh | RGS4 act | KCNK3 inh | KCNQ1 block | hERG rescue | HDAC3 inh | DYRK1A inh | KCNQ1 pot |
| --- | --- | --- | --- | --- | --- | --- | --- | --- | --- | --- | --- | --- |
| 31 | Cc1ccc2cc(CN(CCN(C)C)C(=O)Nc3ccc(Cl)cc3)c(=O)[nH]c2c1 | 3.6 | i | 1.9 | i | i | i | i | -16.9 | -0.2 | 5.8 | i |
| 32 | O=C(Nc1cccc(S(=O)(=O)N2CCCC2)c1)C1CCCN1C(=O)c1cccs1 (configuration not stated) | 0.1 | i | 0.9 | i | i | i | i | -13.2 | -2.1 | 5.9 | i |
| 33 | CC(C)CN(C(=O)COC(=O)CSc1ccc([N+](=O)[O-])cc1)C1CCS(=O)(=O)C1 (configuration not stated) | -2.0 | i | -1.8 | i | i | i | i | -8.5 | 7.7 | -2.2 | i |
| 34 | CN(CCOc1ccccc1)C(=O)c1cc(S(=O)(=O)N2CCOCC2)ccc1Cl | 0.6 | i | 2.7 | i | i | i | i | -9.1 | -7.7 | 3.3 | i |
| 35 | N#C/C(=C/c1ccc(Sc2nc3ccccc3[nH]2)o1)c1cccc(F)c1 | -3.5 | i | 0.6 | i | i | -9.76* | 13* | -15.3 | -6.5 | 5.9 | i |
| 36 | O=c1c2ccccc2nc2n1CCS2 | -1.9 | i | 2.3 | i | i | i | i | -9.0 | 1.9 | 4.3 | i |
| 37 | Cn1c(C2CCCCC2)nc2ccccc21 | -2.7 | i | -1.6 | i | i | i | i | -1.1 | 0.2 | -0.2 | i |
| 38 | COc1ccc(OC)c(CCNC(=O)C(=O)Nc2ccc3nc4n(c(=O)c3c2)CCCCC4)c1 | -0.4 | i | -0.4 | i | i | i | i | -10.4 | 1.6 | 6.7 | i |
| 39 | CCOC(=O)CC1C(=O)NCCN1S(=O)(=O)c1ccccc1Cl (configuration not stated) | -1.3 | i | 3.9 | i | i | i | i | -8.6 | -1.2 | -1.5 | i |
| 40 | CC(C)(C)c1ccccc1NC(=O)N1CCNC(=O)C1CC(=O)Nc1ccc(F)cc1 (configuration not stated) | -2.1 | i | -0.3 | i | i | i | i | -5.3 | 5.0 | -0.7 | i |
| 41 | O=C(O)CCc1ccc(-c2ccccc2)n1Cc1ccco1 | -1.8 | i | 3.3 | i | i | i | i | -4.3 | -6.0 | 4.9 | i |
| 42 | CCNC(=S)NNC(=O)c1cc(-c2ccc(OCC)cc2)nc2ccccc12 | 7.3 | i | -2.8 | i | i | i | i | -7.7 | -1.6 | 13.3 | i |
| 43 | Cn1nc(-c2ccc(Cl)cc2)cc1NC(=O)CCCC(=O)O | 0.8 | i | 3.1 | i | i | i | i | 0.3 | . | . | i |
| 44 | COc1ccc(Cn2c(N)c(S(=O)(=O)c3cccs3)c3nc4ccccc4nc32)cc1 | 0.7 | . | 1.4 | i | i | i | i | -12.0 | -7.2 | -0.6 | i |
| 45 | O=C(CCc1ccccc1)N1CCN(c2ccccn2)CC1 | -1.4 | i | -1.8 | i | i | i | i | -8.9 | -6.0 | -6.2 | i |
| 46 | COC(=O)c1sccc1NC(=O)Nc1ccccc1F | 2.4 | i | 2.4 | i | i | i | i | -12.2 | 9.1 | 9.3 | i |
| 47 | CCOCCCNc1nc(C)nc2c1nnn2Cc1c(F)cccc1Cl | -7.0 | i | -0.1 | i | i | i | i | -10.0 | -5.2 | -5.2 | i |
| 48 | COC(=O)c1c(NC(=O)C2=COCCO2)sc(C)c1C | . | i | 2.0 | i | i | i | i | -1.5 | . | 3.9 | i |
| 49 | CC(=O)N1CCC(C(=O)Nc2ccccc2)(N(Cc2ccccc2)C(=O)c2cccnc2)CC1 | -1.1 | i | -0.2 | i | i | i | i | -6.5 | 0.3 | 4.1 | i |
| 50 | N#C/C(=C\c1cccs1)C(=O)NCC1CCCO1 (configuration not stated) | 0.1 | i | 0.3 | i | i | i | i | -10.0 | 6.3 | 3.6 | i |
| 51 | O=C(COC(=O)CNC(=O)c1ccccc1)NCCc1ccccc1 | 2.9 | i | 1.2 | i | i | i | i | -8.2 | -2.2 | 3.3 | i |
| 52 | Cc1ccc2c(Cl)cc(Cl)c(OCC(=O)Nc3cccc(S(N)(=O)=O)c3)c2n1 | 2.2 | i | 0.6 | i | i | i | i | -1.2 | -0.7 | -2.5 | i |
| 53 | N#Cc1cc2cc3c(cc2nc1N1CCOCC1)OCO3 | 5.9 | i | 0.9 | i | i | i | i | -7.8 | -51.6 | -5.2 | i |
